GLD-1 TGE inh: GLD-1/TGE RNA complex disruptors, primary screen, biochemical, fluorescence polarization; Female germline-specific tumor suppressor gld-1 (Caenorhabditis elegans), Q17339; purified GLD-1 + fluorescein TGE RNA; inhibition, % at 5.96 µM; actives 0.44% (n = 320,000); AID 2280, 2010;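 active = percent inhibition above a per-plate cutoff, the plate mean of test compounds plus 3 SD, cut at about 30% in these data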;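 also: 0% = DMSO wells with GLD-1 and probe and 100% = wells lacking GLD-1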
Efflux pump inh: inhibitors of Candida efflux pumps in yeast, primary screen, S. cerevisiae, Nile Red, multiplex | S. cerevisiae Candida pump triplex | inhibition, % at 10 µM | actives 0.44% (n = 330,000) | AID 485275, 2010;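 active = plate passing quality check with inhibition over a set limit, or well fluorescence over plate mean plus 4 SD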;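 also: Nile Red retained in pooled yeast measured as flow cytometry median fluorescence; 0% = buffer negative control and 100% = Enniatin B positive control; higher means more Nile Red kept so more efflux inhibition; some compounds called inactive have numbers as strong as hits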
PME-1 primary: PME-1 inhibitors via competitive probe labeling, primary screen, biochemical, fluorescence polarization, FP-Rh probe, HTS; AID 2130, 2009; inhibition, % at 5.9 µM; Protein phosphatase methylesterase 1 (Homo sapiens), Q9Y570; recombinant PME-1; actives 0.53% (n = 320,000);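 active = inhibition above the campaign mean of all compounds plus 3 SD, cut at about 26% in these data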;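 also: competitive labeling of PME-1 active site by serine hydrolase directed probe; 0% = PME-1 with DMSO and 100% = wells lacking PME-1 enzyme; inhibitors block probe labeling so polarization falls and inhibition rises; many of its hits are not listed in these tables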
MCL1-BIM inh: inhibitors of MCL1 binding to BIM-BH3, primary screen, biochemical, fluorescence polarization; actives 0.68% (n = 320,000); GST-MCL1 / FITC-Bim-BH3 fluorescence polarization; inhibition, % at 10.9 µM;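 active = inhibition above the mean inhibition of all tested compounds plus 3 SD, set per campaign, cut at about 40% in these data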;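 also: 0% = DMSO wells and 100% = unlabeled Bim-BH3 peptide control; higher means more loss of mP so more displacement of Bim peptide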
Target sequence (Q07820 whole entry, looked up): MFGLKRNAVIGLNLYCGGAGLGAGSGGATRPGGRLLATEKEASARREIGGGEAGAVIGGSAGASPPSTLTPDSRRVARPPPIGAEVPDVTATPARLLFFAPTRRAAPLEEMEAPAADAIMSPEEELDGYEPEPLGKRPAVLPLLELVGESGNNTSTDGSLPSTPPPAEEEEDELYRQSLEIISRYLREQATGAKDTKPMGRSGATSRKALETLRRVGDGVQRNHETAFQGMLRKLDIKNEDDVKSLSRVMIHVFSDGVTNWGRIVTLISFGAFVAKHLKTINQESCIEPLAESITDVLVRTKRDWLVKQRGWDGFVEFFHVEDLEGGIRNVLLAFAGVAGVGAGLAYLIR
VLA-4 inh: inhibition in human VLA-4 binding assay, primary screen, VLA-4 allosteric modulator project, MLPCN library, flow cytometry, VLA-4 expressing cells. inhibition, % (about 7 µM as worked out from the volumes in the protocol). actives 0.2% (n = 330,000). ligand binding flow cytometry; in the data active = inhibition above about 50%
MEX-5 binding: MEX-5 zinc finger RNA-binding disruptors – biochemical, C. elegans, fluorescence polarization, MLPCN library, primary screen | activity score (negative = inhibition of binding), % at 10 µM | Zinc finger protein mex-5 (Caenorhabditis elegans), Q9XUB2 | MEX-5/FITC-TCR2 RNA binding; stronger effect = lower value | AID 1832, 2009 | actives 0.38% (n = 300,000);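 active = inhibition past about -25% in most replicates, and total fluorescence under double the plate's negative control median, limit read from the data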;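 also: 0% = DMSO and -100% = 5 µM competing unlabeled TCR2 RNA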
Target sequence (Q9XUB2 whole entry, looked up): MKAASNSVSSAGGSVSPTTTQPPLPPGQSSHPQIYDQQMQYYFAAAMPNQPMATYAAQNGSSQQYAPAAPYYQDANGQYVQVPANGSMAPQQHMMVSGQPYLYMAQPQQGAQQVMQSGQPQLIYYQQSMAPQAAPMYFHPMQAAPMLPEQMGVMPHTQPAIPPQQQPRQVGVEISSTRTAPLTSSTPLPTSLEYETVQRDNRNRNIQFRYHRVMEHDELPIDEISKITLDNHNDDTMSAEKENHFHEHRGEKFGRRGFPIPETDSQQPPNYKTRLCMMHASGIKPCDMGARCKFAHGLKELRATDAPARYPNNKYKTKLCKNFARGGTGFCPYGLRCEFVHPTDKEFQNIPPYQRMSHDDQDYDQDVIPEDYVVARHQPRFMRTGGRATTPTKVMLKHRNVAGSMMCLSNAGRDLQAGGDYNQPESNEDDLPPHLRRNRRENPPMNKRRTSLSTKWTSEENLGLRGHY
GRK2 aptamer HTS: compounds blocking aptamer binding on GRK2 – biochemical, human GRK2, bead flow cytometry, HTS, primary screen | actives 0.59% (n = 330,000) | Beta-adrenergic receptor kinase 1 (Homo sapiens), P25098 | inhibition of aptamer binding, % at 10 µM | FAM-aptamer displacement from GRK2;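 active = inhibition of aptamer binding above 40%, roughly 3 SD of noise, on plates passing a quality check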;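 also: median bead fluorescence of bound FAM aptamer so fluorescent compounds give negative values; no value below 0 was filed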
Fam108B counter: mouse Fam108B serine hydrolase inhibitors, primary screen, counter-screen for RBBP9 inhibitor project, biochemical, fluorescence polarization. inhibition, % at 9.51 µM. actives 0.33% (n = 300,000). recombinant Fam108B, FP-Rh probe fluorescence polarization;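 active = inhibition above the screen mean inhibition plus 3 SD, computed separately per campaign, cut at about 18% in these data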;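 also: inhibitors lower polarization as less probe binds the enzyme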
Bcl-xL primary: inhibitors of human Bcl-xL, primary screen, biochemical, fluorescence polarization, HTS | Bcl-2-like protein 1 (Homo sapiens), Q07817 | GST-Bcl-xL / FITC-Bim BH3 peptide fluorescence polarization | inhibition, % at 10.9 µM | actives 0.7% (n = 320,000);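 active = inhibition above the mean of all tested compounds plus 3 SD, cutoff set per campaign, cut at about 30% in these data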;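 also: 0% = DMSO wells and 100% = unlabeled Bim-BH3 peptide competitor; inhibitors lower millipolarization by displacing the labeled peptide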
Target sequence (Q07817 whole entry, looked up): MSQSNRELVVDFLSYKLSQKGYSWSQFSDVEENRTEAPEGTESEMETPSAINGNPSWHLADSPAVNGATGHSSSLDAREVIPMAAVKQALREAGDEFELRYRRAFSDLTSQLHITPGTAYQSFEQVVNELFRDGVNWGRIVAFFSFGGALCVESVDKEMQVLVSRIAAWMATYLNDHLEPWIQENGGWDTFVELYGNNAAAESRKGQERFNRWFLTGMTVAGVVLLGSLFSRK
Numbers without * were called inactive; . = not tested or not shown. The list is partial; the hit share may differ from the screen's.

Fields – GLD-1 TGE inh	Efflux pump inh	PME-1 primary	MCL1-BIM inh	VLA-4 inh	MEX-5 binding	GRK2 aptamer HTS	Fam108B counter	Bcl-xL primary
O=C(O)C1CC=CCC1C(=O)N1CCN(c2nc(-c3ccccc3Cl)c3cc(Br)ccc3n2)CC1 (stereo not drawn)
    1	-0.1	-4	9	3	.	0	3	7
Cc1nc2ccccc2n1CC(=O)NN
    5	-0.1	5	0	4	1.5	4	3	0
O=C(c1cccc(S(=O)(=O)Nc2ccccc2Cl)c1)N1CCN(c2ccccc2O)CC1
    3	-0.2	10	1	-1	.	0	.	8
O=C(NCC1CCCO1)C1CCN(S(=O)(=O)c2ccccc2)CC1 (stereo not drawn)
    3	0.1	9	4	6	1.2	1	4	5
CN(C)S(=O)(=O)c1ccc(Cl)c(C(=O)NCC2CCCCC2)c1
    -9	0.1	9	-26	13	1.1	1	6	-4
CCCc1c(O)nc(SCC(=O)O)[nH]c1=O
    -5	-0.1	5	-1	-1	0.0	0	6	1
COc1ccc(/C=C2\CCc3ccccc3C2=O)cc1CN1CCOCC1
    8	-0.1	1	9	8	.	0	-1	9
Cc1ccc(C(=O)OCC(=O)Nc2cccc(S(=O)(=O)N3CCCCC3)c2)o1
    -1	-0.1	8	1	-12	.	0	.	2
Cc1cc(C)cc(-n2ncc3c2CCCC3NC(=O)c2csnn2)c1 (stereo not drawn)
    0	-0.1	6	4	10	0.9	0	-1	4
CC1=NN(Cc2ccccc2)C(=O)C1C(c1ccncc1)C(C#N)C#N (stereo not drawn)
    2	0.0	-1	-11	3	-0.7	1	2	-6
CCNC(=O)N1CCCC(C(=O)c2ccc(-c3ccccc3)cc2)C1 (stereo not drawn)
    .	-0.1	.	.	-5	1.7	0	.	.
Cc1cccc2c1cnn2C(=O)CCC(=O)N1CCC(C)CC1
    -4	0.0	1	2	-8	0.3	70*	1	8
O=C1CC(c2nc3ccccc3[nH]2)CN1c1cccc(C(F)(F)F)c1 (stereo not drawn)
    3	-0.2	3	6	-3	0.9	1	1	3
O=C(NNC(=O)c1ccc(-n2cncn2)c([N+](=O)[O-])c1)c1cccc(Cl)c1
    8	-0.1	-6	-5	1	-5.2	2	0	4
CC(=O)Cn1cnc2sc(-c3ccccc3)cc2c1=O
    4	0.0	-4	5	8	0.6	2	1	4
Cc1ccc(S(=O)(=O)N(CC(=O)Nc2ccccc2)C(=O)N2CCN(C)CC2)cc1
    3	0.1	-4	4	2	0.0	0	-5	-1
Cc1cc2c3c([nH]c2cc1S(=O)(=O)NCc1ccc(CN2CCCCCC2)o1)CC(C)(C)CC3=O
    6	0.0	-3	-1	1	-1.8	0	-2	-4
COc1ccc(NC(=O)c2ccc(S(=O)(=O)N3CCOCC3)o2)cc1
    3	0.0	-1	-6	-2	-2.1	0	-1	4
Cc1nn(CC(=O)NCCCc2ccccc2)c(=O)c2cc3occc3n12
    1	0.3	4	5	0	0.2	1	0	4
COc1ccc(NC(=O)CS(=O)c2cccc(Cl)c2)cc1 (stereo not drawn)
    1	0.0	5	3	-5	0.0	9	1	2
COC/C=C/C1=CC2=CC(=O)C(C)(OC(=O)c3cnc4ccccc4n3)C(=O)C2=CN1CCc1c[nH]c2ccccc12 (stereo not drawn)
    10	-0.1	0	29	-22	-12	8	8	11
O=C(c1ccoc1)N1CCCC(N2CCN(c3ccc(F)cc3)CC2)C1 (stereo not drawn)
    4	0.3	6	10	4	-3.4	0	3	10
N/C(=N\OC(=O)Cc1ccc(Cl)cc1)c1cccnc1
    5	0.0	2	3	9	1.2	4	1	-1
Cc1cc(OCC(=O)N(C)Cc2ccccc2)ccc1Br
    .	0.1	.	.	-5	3.2	2	.	.
COc1ccc(C2(c3ccc(OC)cc3)NC(=O)N(CC(=O)NC3(C#N)CCCCC3)C2=O)cc1
    6	-0.1	-4	1	-6	.	0	.	2
CC(=O)Oc1ccc2occ(/C=N/c3cc(=O)[nH]c(=S)[nH]3)c(=O)c2c1
    1	0.0	4	11	0	-6.3	3	0	16
Cn1c(=O)c(C(=O)c2ccc(S(C)(=O)=O)c(Cl)c2Cl)c(O)c2ccccc21
    5	0.0	10	0	0	0.0	.	1	4
O=C(COc1ccc2ccccc2c1)NNC(=O)c1cccs1
    7	-0.3	-3	12	3	-0.9	1	1	4
COc1cc(S(=O)(=O)n2nc(C)cc2C)ccc1Cl
    8	-0.2	3	2	7	4.5	4	-3	6
CCCn1c(=O)c2ccccc2n2c(SCCOc3ccc(OC)cc3)nnc12
    6	0.1	1	-8	-7	-1.9	2	-2	-10
Cn1c(Cc2cccc3ccccc23)nnc1SCc1ccc([N+](=O)[O-])cc1
    3	-0.2	-3	-25	-4	-0.3	1	1	-17
CC(Cc1ccccc1)NC(=O)CSc1nc2nc3c(cc2c(=O)n1-c1ccccc1)COC(C)(C)C3 (stereo not drawn)
    3	-0.1	-5	-5	-5	-1.5	9	4	0
Cc1c(C(=O)N2CCOCC2)c(S(=O)(=O)Nc2ccc(Br)cc2F)c(C)n1C
    0	-0.1	2	4	5	-2.4	1	0	3
Cc1cccc(C(=O)N2CCC(=O)N(C(COCc3ccccc3)Cc3ccccc3)CC2)c1 (stereo not drawn)
    -2	0.1	6	8	-4	-0.5	1	0	3
COC(=O)c1cn(NC(=O)c2ccc(F)cc2)c(=O)c2ccccc12
    0	0.0	0	1	8	0.2	1	5	3
CC1(C)CC(=O)C=C(NC2=CC3OC(c4ccccc4)OCC3OC2=O)C1 (stereo not drawn)
    2	0.1	-2	-1	11	-1.2	3	-2	5
COc1ccc(/C=C/c2nnc(NC(=O)COc3ccc(C)cc3)s2)cc1
    1	0.3	-14	7	19	-1.5	0	-4	3
COc1ccc(CNC(=O)c2cc(=O)c3c(C)cc(C)cc3o2)cc1
    3	-0.1	-11	-3	5	1.0	0	0	3
Cc1cccn2c(=O)nc(SCC(=O)N3CCOCC3)nc12
    -1	0.0	-4	-4	15	1.0	0	-5	-3
CCc1ccc(N(CC(=O)NCc2ccco2)C(=O)CCC(=O)Nc2ccccn2)cc1
    3	0.2	0	4	8	-1.7	0	0	1
CC(C)(C)c1cc(C(F)(F)F)nc(SCCCNC(=O)c2ccco2)n1
    -1	0.1	6	-1	13	-2.5	0	5	4
COc1ccc(NC2CCCN(C(=O)c3cccs3)C2)cc1 (stereo not drawn)
    6	0.0	2	5	14	0.1	0	1	6
Cc1[nH]c2ccccc2c1/C=N/NC(=O)c1cccc(Br)c1
    -8	-0.3	21	-3	-17	2.6	0	12	4
CCN(CC)CCN(C(=O)/C=C/c1cccs1)c1nc2ccc(C)cc2s1
    -6	0.0	-2	-1	13	-2.8	0	-6	2
CCOC(=O)c1nnn(-c2ccc(OC)cc2)c1N
    1	0.0	-2	1	3	.	0	1	4
NCc1ccccc1
    -1	0.1	-5	12	36	.	0	-2	6
CN(C)c1ccc(/C=N/NC(=O)c2ccc(Cn3cc(Br)cn3)o2)cc1
    -2	-0.5	0	2	-2	2.6	2	2	3
Cc1ccc(S(=O)(=O)NCc2nc(-c3ccccc3)no2)cc1
    3	0.1	1	-4	-7	0.9	0	0	-1
CCOc1cc(OCC)cc(C(=O)O)c1
    0	-0.1	5	0	28	-1.9	0	-1	2
Cc1cc(NC(=O)COC(=O)c2ccccc2S(=O)(=O)N(C)c2ccccc2)no1
    -12	0.0	10	4	4	-1.2	0	-1	3
O=C1CCCC/C=C\C[C@H](CC(=O)N(CCO)Cc2ccccc2)C(=O)N[C@@H](c2ccccc2)CO1
    2	-0.3	.	.	4	.	0	.	.
CCCCCOc1ccc2oc(=O)c3c(c2c1)CCCN3C(=O)CN1CCCC(C(=O)OCC)C1 (stereo not drawn)
    7	0.0	-1	7	24	1.0	5	4	5
NC1=NC(=O)C(Cc2ccc(F)cc2)S1 (stereo not drawn)
    3	-0.2	1	2	33	0.3	0	-2	3
CCOC(=O)Nc1cc(C(=O)OC)cc(C(=O)OC)c1
    3	0.0	-3	6	3	1.5	2	-2	3
COc1cc(C)c(C(C)C)cc1S(=O)(=O)n1ccnc1
    6	-0.1	6	0	15	-0.7	0	3	2
Cc1cc(C(=O)Nc2cccc(S(=O)(=O)N3CCCC3)c2)c2ccccc2n1
    -8	0.2	8	-3	-9	.	0	.	6
CCc1ccc(N(CC(=O)NC2CCCC2)S(=O)(=O)c2c(C)noc2C)cc1
    1	0.1	1	-2	22	2.3	1	0	3
CCCN1CCC(NC(=O)Nc2cc(Cl)ccc2OC)CC1
    -3	0.0	-6	3	23	2.2	1	-3	2
CC1CCN(c2ccc(NC(=O)c3ccccc3[N+](=O)[O-])cc2)CC1
    2	-0.2	-5	4	14	1.3	0	1	5
O=C(c1cccnc1)N1CCN(c2c(Cl)cccc2[N+](=O)[O-])CC1
    10	-0.1	-1	2	-8	0.6	0	0	2

More results follow:
Fields – GLD-1 TGE inh	Efflux pump inh	PME-1 primary	MCL1-BIM inh	VLA-4 inh	MEX-5 binding	GRK2 aptamer HTS	Fam108B counter	Bcl-xL primary
CC(=O)Nc1ccc(S(=O)(=O)NCCC(=O)OCc2nc(N)nc(Nc3ccccc3C)n2)cc1
    5	-0.1	4	-5	-23	-0.8	0	3	-12
Oc1ccccc1N=Cc1ccc[nH]1
    3	-0.1	2	5	3	-3.9	31	0	7
COc1cccc(NC(=O)c2c(C)cc(C)cc2CC(C)(C)C(=O)O)c1
    5	-0.1	-1	3	-7	-0.3	0	-2	6
CC(Sc1nnc(COc2ccc(Cl)cc2)n1-c1ccccc1)C(=O)O (stereo not drawn)
    22	0.0	-1	-15	3	-1.2	0	3	-3
CCOC(=O)c1ccc(NC(=O)CCNS(=O)(=O)c2ccc3c(c2)oc(=O)n3C)cc1
    -3	0.4	2	-5	5	3.8	3	-1	-8
O=C(Nc1c2c(nc3ccccc13)CCCC2)c1ccccc1Cl
    -5	0.0	6	-4	21	0.1	5	1	0
CN(Cc1ccc(OC(F)F)cc1)C(=O)c1ccccc1Sc1ccccc1C#N
    4	0.6	13	10	9	-2.1	0	-1	5
COc1ccccc1-c1nc2n(n1)C(c1cccs1)C(C(=O)Nc1cccnc1)=C(C)N2 (stereo not drawn)
    1	0.1	9	1	-2	-1.6	1	-3	-3
CC(=O)Cc1nsc(Nc2cccc(C)c2)n1
    -4	0.1	-5	-2	8	.	5	-1	0
O=C(COC(=O)c1ccc(-c2ccccc2)cc1)Nc1ccccc1-c1ccccc1
    -4	0.3	-2	-7	8	-0.4	10	-5	0
O=C(CN1C(=O)C2CCCCC2C1=O)Nc1nc(-c2ccc(F)cc2)cs1 (stereo not drawn)
    2	-0.1	-7	4	-1	0.2	14	2	3
CS(=O)(=O)c1ccc2nc(NC(=O)c3ccc(S(=O)(=O)NCC4CCCO4)cc3)sc2c1 (stereo not drawn)
    5	0.0	-2	5	5	-0.7	2	6	3
CCC[N+](CC#CCO)(CC#Cc1ccccc1)CCC
    9	0.0	-3	6	22	1.4	0	-8	6

Assay outcomes (PubChem BioAssay)
